From PubChem BioAssay
RBX1-CUL1 inh: inhibitors of human ROC1-CUL1 ubiquitin ligase activity. P62877+Q13616. in vitro K48 di-Ub FRET, acceptor:donor ratio, 45 min. inhibition, % at 10 µM. actives 0.6% (n = 140,000). AID 1347404; in the data active = inhibition above about 25%
* marks the source's active call; other numbers are inactive results. This is a subset, so the mix of outcomes need not match the whole.

#	SMILES	RBX1-CUL1 inh
1	COc1cc(C(c2c(C)[nH][nH]c2=O)c2c(C)[nH][nH]c2=O)ccc1OC(=O)c1cccc(C)c1	9
2	CCCOC(=O)c1ccc(N)cc1	-3
3	Cc1nn2c(c1-c1ccccc1)N=C(c1ccc(Cl)cc1)CC2=O	2
4	COc1ccc(-n2nc3c(N4CCCC(C(=O)NCc5ccccc5C)C4)nnc(C)c3c2C)cc1 (stereo not given)	-10
5	CC1=Nc2c(-c3ccccc3)c(C)nn2C(=O)C1Cc1ccc(Br)cc1 (stereo not given)	-12
6	COCCn1c(SCC(=O)Nc2ccc(F)c(Cl)c2)nc2c(oc3ccccc32)c1=O	-4
7	O=[N+]([O-])c1cccc(/C=N\Nc2nnc(Cl)c3ccccc23)c1	11
8	O=C(Cn1c(=O)n(Cc2ccco2)c(=O)c2oc3ccccc3c21)Nc1ccccc1	-5
9	O=C(CCCCCn1c(=O)c2sccc2n(CC(=O)Nc2cccc(Cl)c2)c1=O)NCc1ccc2c(c1)OCO2	-3
10	Cc1cccc(N2CCN(C(=O)CCC(=O)NNc3nc4ccccc4c4nc(C)nn34)CC2C)c1 (stereo not given)	-5
11	CC1=Nc2c(-c3ccccc3)c(C)nn2C(=O)C1Cc1ccccc1C (stereo not given)	-7
12	O=C(CSc1ccccc1)c1c[nH]c2ccccc12	3
13	COc1ccc(-c2cn3cccnc3n2)cc1NC(=O)c1cc(C)cc(C)c1	-2
14	COc1ccc(Cn2c(SCc3ccc(C(=O)NC4CCCC4)cc3)nc3ccncc32)cc1	0
15	CCCCn1cnc2cc(NCc3ccccc3Cl)ccc21	1
16	O=C(CSc1nc2ccccc2n1Cc1cccc(Cl)c1)N1CCN(c2ccc(F)cc2)CC1	-3
17	O=C1OC(Nc2ccc(S(=O)(=O)Nc3ccccn3)cc2)c2ccccc21 (stereo not given)	7
18	COc1ccc(CC(=O)Nc2c(C(=O)N3CCN(c4ccccc4F)CC3)oc3ccccc23)cc1OC	-7
19	O=C(NCc1ccncc1)c1cccc(Cl)c1	3
